hIAP activ – human IAP activation. P09923. purified human IAP, CDP-Star luminescence, 30 min; hits give high values; 1 = vehicle-only enzyme, 0 = enzyme-free background. activation factor at 10 µM. actives 0.16% (n = 330,000). AID 2524;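 active = activation factor of the enzyme at least 2-fold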; also: the source names both 10 and 20 µM as test concentration; values of inactives mirror those of a sister screen read the other way
Target sequence (P09923 whole entry, looked up): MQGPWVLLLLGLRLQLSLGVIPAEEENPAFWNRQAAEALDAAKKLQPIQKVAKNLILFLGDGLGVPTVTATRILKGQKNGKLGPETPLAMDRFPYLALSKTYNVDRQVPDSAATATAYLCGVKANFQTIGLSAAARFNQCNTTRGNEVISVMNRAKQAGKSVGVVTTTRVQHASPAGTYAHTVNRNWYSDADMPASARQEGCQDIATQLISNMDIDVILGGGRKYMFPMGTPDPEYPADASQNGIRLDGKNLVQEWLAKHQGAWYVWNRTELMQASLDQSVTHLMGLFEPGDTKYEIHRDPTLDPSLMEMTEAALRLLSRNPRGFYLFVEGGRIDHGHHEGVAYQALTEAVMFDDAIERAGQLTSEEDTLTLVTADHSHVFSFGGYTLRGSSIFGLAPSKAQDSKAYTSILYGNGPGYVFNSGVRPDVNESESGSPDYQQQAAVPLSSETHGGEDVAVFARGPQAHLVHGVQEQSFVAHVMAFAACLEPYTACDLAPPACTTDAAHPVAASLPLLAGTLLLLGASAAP
hIAP inh – human IAP inhibition; P09923; actives 0.12% (n = 330,000); inhibition, % at 10 µM; AID 2544; purified IAP, CDP-Star luminescence, 30 min;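 active = inhibition reaching a set limit with compound at 10 µM in the primary screen, cut at about 35% in these data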;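 also: plate controls were DMSO wells with enzyme for no effect and no-enzyme buffer wells for full effect; values of inactives mirror those of a sister screen read the other way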
APOBEC3G inh – APOBEC3G (human) deaminase inhibition. Q9HC16. recombinant A3G, ssDNA deamination FAM/TAMRA fluorescence. inhibition, % at 20 µM. actives 0.28% (n = 330,000). AID 493012;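 active = inhibition of at least 40% at 20 µM, with no more than 30% in the related APOBEC3A deaminase screen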;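 also: plate controls were DMSO wells with A3G for no effect and wells lacking A3G enzyme for full effect; some compounds called inactive have numbers as strong as hits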
Target sequence (Q9HC16 whole entry, looked up): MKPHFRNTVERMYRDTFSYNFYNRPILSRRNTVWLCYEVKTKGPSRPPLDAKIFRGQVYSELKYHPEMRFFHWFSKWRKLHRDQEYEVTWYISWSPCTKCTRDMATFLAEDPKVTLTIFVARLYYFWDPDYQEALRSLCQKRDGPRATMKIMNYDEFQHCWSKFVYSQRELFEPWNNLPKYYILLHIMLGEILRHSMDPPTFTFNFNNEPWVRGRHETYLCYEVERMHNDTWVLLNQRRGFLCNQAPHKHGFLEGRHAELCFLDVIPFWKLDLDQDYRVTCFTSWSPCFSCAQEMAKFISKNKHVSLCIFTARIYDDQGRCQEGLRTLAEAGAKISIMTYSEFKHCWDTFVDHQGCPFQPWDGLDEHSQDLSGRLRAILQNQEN
APOBEC3A inh – human APOBEC3A DNA deaminase inhibition. inhibition, % at 20 µM. AID 493011. recombinant A3A, FAM/TAMRA ssDNA deamination fluorescence. actives 0.41% (n = 330,000). P31941;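 active = at least 40% inhibition at 20 µM here, with at most 30% in a related deaminase screen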;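 also: plate controls were A3A with DMSO for no effect and wells lacking A3A enzyme for full effect; some results filed as inactive read as strong as hits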
mIAP activ – increases mouse intestinal alkaline phosphatase activity | muIAP, CDP-Star luminescence, 30 min; hits give high values; 1 = vehicle-only enzyme signal, 0 = enzyme-free wells | actives 0.24% (n = 330,000) | activation factor at 10 µM | AID 2805;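 active = activation factor of at least 2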; also: the source names both 10 and 20 µM as test concentration; values of inactives mirror those of a sister screen read the other way
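Assay system: mouse IAP enzyme / Compound: DMSO-dissolved test compounds / Timing: 30 min, room temperature / Measured by: luminescence from enzymatic CDP-Star hydrolysis / Control set: DMSO-only wells, enzyme-free buffer wells as negative control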
MPTP block – permeability transition pore inhibition. isolated mouse mitochondria, Ca2+ swelling absorbance, 30 min. inhibition, % at 10 µM. actives 1.4% (n = 360,000);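 active = inhibition of 50% or more, scaled per plate between neutral and stimulator controls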;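 also: 0% = DMSO wells given calcium and 100% = 1 mM EGTA wells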
NR3A LBD binder – modulators (binders) of human NR3A ligand-binding domain | NR3A LBD differential scanning fluorimetry, Tm shift; 0% = protein alone, 100% = glycine-bound protein | Tm shift relative to glycine control, % at 25 µM | actives 2.5% (n = 340,000) | AID 1259313;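 active = melting temperature shift of at least 10% of the positive control shift, at one fixed dose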
beta cell repl – induces beta-cell replication in MIN6 cells; actives 0.29% (n = 330,000); proliferation, % at 10 µM; MIN6 cells proliferation, ATPlite luminescence, 48 h; cells starved in 0.2% serum; 100% = growth in 10% serum;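 active = compounds whose signal lies at least 3.5 SD above the mean of all wells on their plate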;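 also: 0% = DMSO-treated cells in low-serum medium and 100% = 10% serum control; some compounds called inactive have numbers as strong as hits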
mIAP inh – mouse IAP inhibition; purified mouse IAP, CDP-Star luminescence, 30 min; inhibition, % at 10 µM; actives 0.2% (n = 330,000); AID 2806;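 active = inhibition of at least 40% at 10 µM in the primary screen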;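 also: plate controls were DMSO with enzyme for no effect and no enzyme wells for full effect; values of inactives mirror those of a sister screen read the other way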
* hit, by the source's call.

SMILES | hIAP activ | hIAP inh | APOBEC3G inh | APOBEC3A inh | mIAP activ | MPTP block | NR3A LBD binder | beta cell repl | mIAP inh
CCC(C)(C(=O)NC1CCCC1)N(C(=O)CNC(C)=O)c1ccc(C)cc1 (stereo unspecified) | 1.15 | -15.0 | -1.8 | -0.4 | 1 | -0.6 | 1.7 | 0.2 | -0.2
COCCN(CC(=O)Nc1ccccc1C(F)(F)F)C(=O)c1ccc(-n2cccn2)cc1 | 0.95 | 5.0 | -0.2 | -0.6 | 0.961 | -0.7 | -2.5 | -0.6 | 3.9
CN(CC(=O)N1CC(=O)N(CCc2ccccc2)C(=O)C1)S(=O)(=O)c1cccc2nsnc12 | 0.964 | 3.6 | -4.6 | 0.1 | 1.08 | 4.3 | -0.3 | 0.1 | -7.9
COc1cc(NC(=O)c2cc3c(=O)n(C)c4ccccc4c3n2C)cc(OC)c1OC | 1 | -0.5 | 1.7 | 4.0 | 0.971 | 1.2 | 1.1 | -0.8 | 2.9
COc1ccccc1NC(=O)c1ccc(-c2ccc(Br)cc2)o1 | 1.11 | -10.8 | -4.8 | -3.1 | 0.929 | 1.4 | -10.0 | -2.2 | 7.1
COC(=O)C1=CN(C(C)C)C=C(C(=O)OC)C1c1cc(Br)c(OC)c(OC)c1 | 0.934 | 6.6 | -6.9 | -2.9 | 1.25 | -0.5 | -3.4 | 6.5 | -25.4
O=C(CCC(=O)OCC(=O)c1cccc([N+](=O)[O-])c1)Nc1ccccc1Cl | 1.11 | -10.7 | -0.9 | -2.1 | 1.04 | -1.3 | 1.2 | -4.0 | -4.1
c1cc(-c2nsc(-c3ccncc3)n2)ccn1 | 0.785 | 21.5 | 31.1 | 5.6 | 1.04 | 0.3 | -1.3 | -1.2 | -4.2
CCCC(=O)Nc1cccc(NC(=O)c2ccccc2Br)c1 | 0.954 | 4.6 | -5.4 | -1.9 | 1.05 | -1.4 | -1.1 | 2.1 | -5.1
Nn1cnc2scc(-c3ccco3)c2c1=O | 1.06 | -6.5 | -3.3 | -0.3 | 0.989 | -3.1 | -1.6 | 0.0 | 1.1
Cc1onc(-c2ccccc2Cl)c1C(=O)Nc1ccc(S(=O)(=O)NCC2CCCO2)cc1 (stereo unspecified) | 0.983 | 1.7 | -10.0 | -1.3 | 0.899 | -0.1 | -16.7 | -2.6 | 10.1
Cc1onc(-c2ccccc2)c1C(=O)Nc1cccc(C#N)c1 | 0.827 | 17.3 | 0.6 | 2.8 | 1.02 | 0.4 | 0.1 | -2.9 | -2.2

Looked up above.
Under NR3A LBD binder, COCCN(CC(=O)Nc1ccccc1C(F)(F)F)C(=O)c1ccc(-n2cccn2)cc1 reads -2.5
Under hIAP activ, COc1cc(NC(=O)c2cc3c(=O)n(C)c4ccccc4c3n2C)cc(OC)c1OC reads 1

The listing continues.
SMILES | hIAP activ | hIAP inh | APOBEC3G inh | APOBEC3A inh | mIAP activ | MPTP block | NR3A LBD binder | beta cell repl | mIAP inh
O=C(COc1ccccc1)Nc1cccc(-c2nc3ccccc3[nH]2)c1 | 1.1 | -9.6 | 0.0 | 1.1 | 1.14 | 11.5 | 7.3 | -2.4 | -14.1
Cc1ccc(C)c(NC(=O)CSc2c(C)n[nH]c2C)c1 | 1.21 | -20.7 | -9.8 | -2.7 | 1.09 | 0.0 | 1.5 | -1.3 | -8.9
O=C(NNC(=O)c1ccccc1Br)c1ccc(Cl)cc1 | 0.895 | 10.5 | -6.4 | -5.4 | 0.945 | 0.2 | -5.1 | -0.1 | 5.5
CC(=O)Nc1cccc(NC(=O)CSc2nc(C)c(C)c(C)c2C#N)c1 | 0.894 | 10.6 | -6.3 | -1.2 | 1.08 | 3.3 | -0.6 | -1.3 | -7.6
COc1cc(S(=O)(=O)N(Cc2cccnc2)Cc2cccc(OC)c2OC)ccc1-n1cnnn1 | 0.992 | 0.8 | -7.3 | -3.1 | 1.03 | 0.9 | -1.7 | 1.7 | -3.4
CCOC(=O)C1(CCCc2ccccc2)CCN(C(=O)CSC)CC1 | 1.06 | -5.9 | -6.7 | -3.3 | 0.892 | 0.5 | -0.8 | -1.1 | 10.8
COc1ccc(-n2c(N)c(C(=O)NCc3ccco3)sc2=S)cc1 | 0.969 | 3.0 | 0.1 | 1.7 | 0.964 | 0.1 | 1.7 | -1.8 | 3.6
Cc1cc(-c2ccccc2)c2c(=O)[nH][nH]c2n1 | 0.866 | 13.4 | -10.1 | -2.6 | 1.08 | 1.5 | -1.5 | 0.0 | -7.8
CN(C)S(=O)(=O)c1ccc(Cl)c(NC(=O)COC(=O)c2ccc(O)cc2)c1 | 0.985 | 1.5 | -2.1 | 2.2 | 1.01 | -0.7 | 0.6 | -0.5 | -1.3
Cc1c(NC(=O)c2cccc(NC(=O)Cc3ccc(Cl)cc3)c2)c(=O)n(-c2ccccc2)n1C | 0.84 | 16.0 | -7.2 | -1.6 | 0.983 | 1.9 | 0.3 | -1.5 | 1.7
COC(=O)c1ccccc1NC(=S)NC(=O)c1ccccc1F | 0.883 | 11.7 | -4.5 | -1.1 | 0.958 | -0.2 | 0.8 | -3.5 | 4.2
Cn1nc(-c2ccc(C(=O)Nc3ccc(F)cc3)cc2)c2ccccc2c1=O | 0.959 | 4.1 | -8.4 | -1.8 | 1.07 | -0.7 | -0.6 | -0.3 | -7.3
COc1ccc(S(=O)(=O)N2CCC(C(=O)NCCN3CCOCC3)CC2)cc1 | 1.26 | -26.3 | -0.1 | 1.0 | 0.977 | 0.1 | -1.0 | -0.4 | 2.3
COc1ccccc1CN(C)C(=O)C1COc2ccccc2O1 (stereo unspecified) | 0.84 | 16.0 | -5.3 | -0.1 | 0.991 | 2.0 | 0.1 | 3.5 | 0.9
Cc1c(N(C(=O)c2cc(=O)[nH]c3ccccc23)C(C)C)c(=O)n(-c2ccccc2)n1C | 0.856 | 14.4 | -2.7 | 1.6 | 1.02 | 1.4 | 5.2 | 0.1 | -2.3
c1ccc(-c2ccc(OCCCNC3CCCC3)cc2)cc1 | 1.07 | -7.4 | -9.0 | 36.9 | 0.968 | 88.3* | 0.6 | -4.5 | 3.2
Cc1cc(C)c(NC(=O)COc2ccccc2C(=O)Nc2ccc3c(c2)oc2ccccc23)c(C)c1 | 1.06 | -5.6 | -4.5 | -1.7 | 1.31 | -0.7 | 4.9 | -3.0 | -30.7
Cc1ccc(NC(=O)Nc2ccc(F)c(Cl)c2)cc1 | 1.14 | -13.6 | -5.4 | -6.2 | 2.88* | 96.2* | 31.6* | -6.3 | -187.6
COc1ccc(C(Nc2ccccn2)c2c(NC(=O)c3ccco3)sc(C)c2C)cc1OC (stereo unspecified) | 1.09 | -8.6 | -1.6 | -0.1 | 0.949 | 3.2 | -3.9 | -2.1 | 5.1
CC1(C)CC(NC(=O)c2ccc(Cl)cc2)CC(C)(C)N1 | 0.755 | 24.5 | -1.3 | 1.0 | 0.97 | 1.5 | 2.2 | 3.3 | 3.0
CCc1nc2nc(C)c(NS(=O)(=O)c3ccc(Cl)cc3)c(=O)n2[nH]1 | 1.14 | -14.1 | -2.7 | -1.3 | 1.01 | 0.0 | -1.7 | -1.3 | -1.0
CC1Cc2ccccc2N1CC(=O)NC(=O)NCc1ccccc1 (stereo unspecified) | 1.05 | -5.1 | -9.8 | -5.3 | 1.03 | 0.1 | -1.0 | -2.7 | -3.5
CSc1ncccc1C(=O)N1CCCC(C(=O)c2cc(F)ccc2F)C1 (stereo unspecified) | 1.02 | -2.1 | -7.2 | 2.1 | 0.974 | 2.7 | -1.7 | -1.2 | 2.6
COC(=O)c1cc(Nc2cc(C)c3c(O)cccc3n2)cc(C(=O)OC)c1 | 1.04 | -4.0 | -0.2 | -0.2 | 0.937 | 4.4 | 1.7 | -1.6 | 6.3
Cc1cc(=O)[nH]c(SCC(=O)c2ccc(C(C)C)cc2)n1 | 1.03 | -2.8 | -3.8 | -1.9 | 0.991 | 8.1 | 6.2 | -3.4 | 0.9
COc1c2ccoc2c(OC(C)=O)c2oc(C)cc(=O)c12 | 0.86 | 14.0 | -5.5 | 4.6 | 1.08 | 0.2 | -1.7 | -1.1 | -7.9
CC(=O)N1CCc2cc(S(=O)(=O)CCC(=O)NCc3ccc4c(c3)OCO4)ccc21 | 1.01 | -1.3 | 0.7 | 4.2 | 0.77 | -1.9 | 0.7 | -1.0 | 23.0
CC1=C(SCCC#N)S/C(=C2\SC(C)=C(SCCC#N)S2)S1 | 1.15 | -14.5 | 69.0* | 2.5 | 0.804 | 2.2 | 2.5 | -4.6 | 19.6
CCc1nc(N[C@H](C(=O)O)C(C)C)c2oc3ccccc3c2n1 | 1 | -0.4 | -2.3 | 2.4 | 1.06 | 3.7 | -0.4 | 0.6 | -6.4
O=C(Nc1ccccc1)N(Cc1ccccc1)Cc1ccccc1 | 0.995 | 0.5 | -3.0 | -0.9 | 1.01 | 3.3 | -1.6 | -1.7 | -0.7
COCCNC(=O)c1ccc(N2CC3CC(C2)c2cccc(=O)n2C3)c(NC(=O)c2ccc(F)cc2)c1 (stereo unspecified) | 1.16 | -15.7 | -1.0 | -2.5 | 0.989 | -1.3 | 0.0 | -0.1 | 1.1
CCOc1ccc(NC(=O)CN(C)C(=O)c2c(-c3ccccc3Cl)noc2C)cc1OCC | 0.991 | 0.9 | -12.5 | -1.7 | 1.07 | -0.2 | 1.2 | -1.2 | -7.2
CSC1=NCCN1C(=O)c1ccc(S(=O)(=O)N2CCCC2)cc1 | 0.906 | 9.4 | -3.4 | 0.1 | 0.903 | -0.9 | 1.3 | 3.4 | 9.7
Oc1cccc(C(=S)N2CCN(Cc3ccccc3)CC2)c1 | 0.894 | 10.6 | 15.1 | -3.6 | 0.751 | 0.1 | 3.0 | -1.4 | 24.9
c1ccc(Cn2nnnc2C(c2cccnc2)N2CCN(C3CCCCC3)CC2)cc1 (stereo unspecified) | 1.11 | -10.7 | 0.4 | -1.6 | 0.998 | 1.0 | -1.1 | -0.9 | 0.2
CCCCN(C(=O)CSc1nncn1-c1ccccc1OC)c1c(N)n(Cc2ccccc2)c(=O)[nH]c1=O | 1.1 | -10.5 | -12.2 | 5.9 | 1.21 | -2.7 | 1.2 | -2.4 | -20.9

Rewritten tab-delimited: entries from further up.
compound	hIAP activ	hIAP inh	APOBEC3G inh	APOBEC3A inh	mIAP activ	MPTP block	NR3A LBD binder	beta cell repl	mIAP inh
COCCNC(=O)c1ccc(N2CC3CC(C2)c2cccc(=O)n2C3)c(NC(=O)c2ccc(F)cc2)c1 (stereo unspecified)	1.16	-15.7	-1.0	-2.5	0.989	-1.3	0.0	-0.1	1.1
COc1c2ccoc2c(OC(C)=O)c2oc(C)cc(=O)c12	0.86	14.0	-5.5	4.6	1.08	0.2	-1.7	-1.1	-7.9
CSC1=NCCN1C(=O)c1ccc(S(=O)(=O)N2CCCC2)cc1	0.906	9.4	-3.4	0.1	0.903	-0.9	1.3	3.4	9.7
c1ccc(Cn2nnnc2C(c2cccnc2)N2CCN(C3CCCCC3)CC2)cc1 (stereo unspecified)	1.11	-10.7	0.4	-1.6	0.998	1.0	-1.1	-0.9	0.2
O=C(Nc1ccccc1)N(Cc1ccccc1)Cc1ccccc1	0.995	0.5	-3.0	-0.9	1.01	3.3	-1.6	-1.7	-0.7

Assay outcomes: PubChem, Sanford-Burnham Center for Chemical Genomics
